IDH1 R132H inh – IDH1 R132H (human) inhibition. IDH1 R132H reductase, diaphorase/resazurin fluorescence, 60 min. inhibition, % at 10 µM. 70,000 tested, 0.18% active; in the data active = inhibition above about 34%;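 also: 0% = DMSO and 100% = no enzyme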
Target sequence (O75874 whole entry R132H): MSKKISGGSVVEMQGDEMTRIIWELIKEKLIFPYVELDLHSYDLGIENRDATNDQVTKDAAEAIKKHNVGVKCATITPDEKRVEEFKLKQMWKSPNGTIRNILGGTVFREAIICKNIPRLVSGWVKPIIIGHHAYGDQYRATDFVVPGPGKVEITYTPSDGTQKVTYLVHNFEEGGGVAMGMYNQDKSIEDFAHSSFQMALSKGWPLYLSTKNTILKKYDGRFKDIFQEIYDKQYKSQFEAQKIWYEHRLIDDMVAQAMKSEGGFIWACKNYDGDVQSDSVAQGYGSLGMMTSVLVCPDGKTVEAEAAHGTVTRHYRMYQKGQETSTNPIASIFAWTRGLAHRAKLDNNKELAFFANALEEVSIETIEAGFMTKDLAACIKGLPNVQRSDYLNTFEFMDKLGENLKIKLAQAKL
EZH2 inh – blocks human EZH2/PRC2 H3K27 methylation. 57,000 tested, 0.35% active. Q15910. DELFIA TRF, 1 h. inhibition, % at 12.5 µM;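 active = mean inhibition of replicates at least 50% and every single replicate also reaching 50%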;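 also: dimethyl H3K27 on biotinylated H3 21-44 peptide detected by antibody; plate controls were median neutral control wells for no effect and median positive control wells for full effect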
Starred values were filed as active, the others as inactive; . = no result given.

| molecule | IDH1 R132H inh | EZH2 inh |
| --- | --- | --- |
| CCCN1C[C@H](C)[C@@H](OC)CN(C)C(=O)c2ccc(NC(=O)c3ccc(F)cc3)cc2OC[C@H]1C | . | -26 |
| C[C@H]1CCCCO[C@@H](CN(C)Cc2ccc(C(F)(F)F)cc2)[C@@H](C)CN([C@@H](C)CO)C(=O)c2cc(NS(=O)(=O)c3ccc(F)cc3)ccc2O1 | -1.4 | . |
| CNC[C@@H]1OCCCC[C@@H](C)Oc2ccc(NS(=O)(=O)c3ccc(C)cc3)cc2C(=O)N([C@@H](C)CO)C[C@@H]1C | 3.4 | 2 |
| O=C(NCC[C@@H]1CC[C@@H](NC(=O)C2CCC2)[C@@H](CO)O1)Nc1ccc(Cl)cc1 | 0.2 | -5 |
| COc1ccc(NC(=O)N(C)C[C@H]2Oc3ccc(NC(=O)Cc4ccccc4)cc3C(=O)N([C@@H](C)CO)C[C@@H]2C)cc1 | 1.4 | 2 |
| Cc1noc(C)c1NC(=O)N(C)C[C@H]1Oc2cc(C#CCC3CCCC3)ccc2S(=O)(=O)N([C@H](C)CO)C[C@@H]1C | . | -3 |
| O=C(Cn1cnc2ccccc2c1=O)NCc1ccco1 | 1.0 | 10 |
| Cc1noc(C)c1NC(=O)Nc1cccc2c1O[C@@H](CN(C)C(=O)Nc1ccc3c(c1)OCO3)[C@H](C)CN([C@@H](C)CO)C2=O | 1.5 | . |
| C[C@@H]1CN([C@@H](C)CO)C(=O)CCCn2cc(nn2)CO[C@H]1CN(C)Cc1ccc(-c2ccccc2)cc1 | . | 2 |
| O=C(CC1(O)C(=O)N(CCc2ccccc2)c2ccc(Br)cc21)c1ccncc1 (stereo not given) | 2.4 | 1 |
| COc1cc(/C=N/NC(=O)c2ccccn2)c(Br)cc1O | -0.1 | 7 |
| COc1ccc(CN(C)C[C@@H]2OCCCC[C@@H](C)Oc3ccc(NS(=O)(=O)c4c(C)noc4C)cc3C(=O)N([C@H](C)CO)C[C@H]2C)cc1 | 2.3 | . |
| CN(C)C(=O)C[C@@H]1C[C@@H]2c3cc(NC(=O)c4cccnc4)ccc3O[C@@H]2[C@@H](CO)O1 | 0.1 | -2 |
| O=C(NCC[C@@H]1CC[C@@H](NS(=O)(=O)c2ccc(Oc3ccccc3)cc2)[C@H](CO)O1)C1CC1 | 0.2 | 1 |
| C[C@H]1CN([C@@H](C)CO)C(=O)c2cc(NC(=O)CCCCCC(=O)Nc3ccccc3N)ccc2O[C@H]1CN(C)S(=O)(=O)c1ccc(Cl)cc1 | . | -5 |
| C[C@H](CO)N1C[C@H](C)[C@H](CN(C)C(=O)Nc2ccc3c(c2)OCO3)Oc2ccc(NC(=O)c3ccncc3)cc2CC1=O | -0.6 | . |
| C[C@H]1CCCCO[C@H](CN(C)C(=O)c2ccccc2)[C@@H](C)CN([C@@H](C)CO)C(=O)c2cc(NS(=O)(=O)c3ccc(Cl)cc3)ccc2O1 | 1.7 | . |
| CNC[C@@H]1Oc2ccc(NS(C)(=O)=O)cc2C(=O)N([C@H](C)CO)C[C@@H]1C | . | -2 |
| C[C@H]1CN([C@@H](C)CO)C(=O)c2cc(C#CC(C)(C)O)cnc2O[C@@H]1CN(C)C(=O)c1ccccc1F | -0.3 | -10 |
| C[C@@H]1CN([C@@H](C)CO)C(=O)c2cccc(NS(C)(=O)=O)c2O[C@H]1CN(C)Cc1ccccc1 | 1.0 | 0 |

7 compounds drawn at random from the list so far, as already listed:
| molecule | IDH1 R132H inh | EZH2 inh |
| --- | --- | --- |
| C[C@H]1CCCCO[C@@H](CN(C)Cc2ccc(C(F)(F)F)cc2)[C@@H](C)CN([C@@H](C)CO)C(=O)c2cc(NS(=O)(=O)c3ccc(F)cc3)ccc2O1 | -1.4 | . |
| Cc1noc(C)c1NC(=O)N(C)C[C@H]1Oc2cc(C#CCC3CCCC3)ccc2S(=O)(=O)N([C@H](C)CO)C[C@@H]1C | . | -3 |
| O=C(NCC[C@@H]1CC[C@@H](NS(=O)(=O)c2ccc(Oc3ccccc3)cc2)[C@H](CO)O1)C1CC1 | 0.2 | 1 |
| O=C(CC1(O)C(=O)N(CCc2ccccc2)c2ccc(Br)cc21)c1ccncc1 (stereo not given) | 2.4 | 1 |
| C[C@H]1CN([C@@H](C)CO)C(=O)c2cc(C#CC(C)(C)O)cnc2O[C@@H]1CN(C)C(=O)c1ccccc1F | -0.3 | -10 |
| CNC[C@@H]1OCCCC[C@@H](C)Oc2ccc(NS(=O)(=O)c3ccc(C)cc3)cc2C(=O)N([C@@H](C)CO)C[C@@H]1C | 3.4 | 2 |
| Cc1noc(C)c1NC(=O)Nc1cccc2c1O[C@@H](CN(C)C(=O)Nc1ccc3c(c1)OCO3)[C@H](C)CN([C@@H](C)CO)C2=O | 1.5 | . |

(further entries)
| molecule | IDH1 R132H inh | EZH2 inh |
| --- | --- | --- |
| C[C@@H]1CN([C@@H](C)CO)C(=O)Cc2cc(NC(=O)CCCCCC(=O)Nc3ccccc3N)ccc2O[C@@H]1CN(C)C(=O)Nc1ccc(F)cc1 | -0.2 | 8 |
| C[C@H](CO)N1C[C@H](C)[C@H](CN(C)C)Oc2ccc(NC(=O)Nc3ccc(C(F)(F)F)cc3)cc2C1=O | 2.4 | -5 |
| C[C@@H]1CN([C@@H](C)CO)S(=O)(=O)c2ccc(-c3ccncc3)cc2O[C@@H]1CN(C)Cc1ccccc1 | . | -24 |
| CCC(=O)N(C)C[C@@H]1Oc2cc(-c3cccc(F)c3)ccc2S(=O)(=O)N([C@@H](C)CO)C[C@@H]1C | -8.0 | -1 |
| O=C(CC1(O)C(=O)N(Cc2cccc3ccccc23)c2ccccc21)c1ccc(F)cc1 (stereo not given) | -0.7 | 11 |
| CO[C@H]1CN(C)C(=O)c2ccc(NC(=O)Nc3cccc(F)c3)cc2OC[C@@H](C)N(C(C)=O)C[C@@H]1C | 0.2 | 0 |
| C/C=C/c1ccc(O)cc1C(=O)C(C)O (stereo not given) | 0.2 | 0 |
| C[C@@H]1CN([C@H](C)CO)C(=O)Cc2cc(NC(=O)c3ccncc3)ccc2O[C@H]1CN(C)Cc1ccccc1 | 0.1 | 7 |
| O=C(NCc1ccco1)C1(c2ccccc2)CCOCC1 | -0.1 | -18 |
| CCOC(=O)C(C)Sc1ncnc2nc[nH]c12 (stereo not given) | 0.6 | 9 |
| COc1ccc(S(=O)(=O)Nc2ccc3c(c2)C(=O)N(C)C[C@H](OC)[C@H](C)CN[C@@H](C)CO3)cc1 | 0.5 | -12 |
| C[C@@H]1CN([C@H](C)CO)C(=O)Cc2cc(NC(=O)NC3CCCCC3)ccc2O[C@H]1CN(C)CC1CC1 | -0.1 | . |
| CCCN(C)C[C@@H]1OCCCC[C@@H](C)Oc2ccc(NC(=O)c3ccccc3)cc2C(=O)N([C@H](C)CO)C[C@@H]1C | 1.9 | 4 |
| COc1ccccc1NC(=O)CNC(=O)c1ccc(C)cc1 | 0.0 | . |
| C[C@H]1CN([C@@H](C)CO)C(=O)c2cccc(NC(=O)Nc3ccc(F)cc3)c2O[C@H]1CN(C)Cc1ccccc1 | 3.7 | -6 |
| O=C(Nc1ccc2c(c1)[C@@H]1C[C@H](CC(=O)N3CCc4ccccc4C3)O[C@H](CO)[C@@H]1O2)c1cccnc1 | -0.4 | -4 |
| CCOc1cccc(/C=N/NC(=O)c2ccc(C(=O)NO)cc2)c1OCC | 0.1 | 18 |
| CC(C)NC(=O)N(C)C[C@@H]1Oc2ccc(NS(=O)(=O)c3ccc(Cl)cc3)cc2CC(=O)N([C@@H](C)CO)C[C@H]1C | 2.9 | 8 |
| C[C@@H]1CN([C@@H](C)CO)C(=O)c2cccc(NS(C)(=O)=O)c2O[C@H]1CN(C)Cc1ccc(C(=O)Nc2ccccc2N)cc1 | -0.2 | -7 |
| CO[C@H]1CN(C)C(=O)c2ccc(NC(=O)C3CC3)cc2OC[C@@H](C)N(Cc2ccc(F)cc2)C[C@@H]1C | -0.3 | -10 |
| CCC(Sc1nnc(N)s1)C(=O)Nc1c(C)cccc1C (stereo not given) | -0.6 | 7 |
| O=C(C[C@@H]1C[C@H]2c3cc(NC(=O)C4CCOCC4)ccc3O[C@H]2[C@@H](CO)O1)NCC(F)(F)F | -0.2 | 5 |
| CO[C@H]1CN(C)C(=O)c2cc(NC(=O)c3ccccc3)ccc2OC[C@@H](C)NC[C@@H]1C | 0.2 | 12 |
| C[C@@H]1CN([C@@H](C)CO)C(=O)c2cc(NS(=O)(=O)c3ccccc3)ccc2O[C@H]1CN(C)S(C)(=O)=O | -0.5 | . |
| Cc1noc(C)c1S(=O)(=O)N(C)C[C@@H]1OCCCC[C@@H](C)Oc2ccc(NS(C)(=O)=O)cc2C(=O)N([C@H](C)CO)C[C@@H]1C | -0.5 | . |
| C[C@@H]1CN([C@H](C)CO)C(=O)CCCn2cc(nn2)CO[C@@H]1CN(C)C(=O)Nc1cccc(C(F)(F)F)c1 | 1.1 | 1 |
| C[C@H](CO)N1C[C@H](C)[C@@H](CN(C)C(=O)NC2CCCC2)Oc2ncc(-c3ccccc3)cc2C1=O | -1.0 | 4 |
| CC(C)NC(=O)Nc1ccc2c(c1)C(=O)N([C@H](C)CO)C[C@@H](C)[C@H](CN(C)C(=O)Nc1ccc(C(F)(F)F)cc1)O2 | 0.7 | 0 |
| CCCNC(=O)N(C)C[C@H]1Oc2ncc(C#CCc3ccccc3)cc2C(=O)N([C@H](C)CO)C[C@@H]1C | 0.4 | -17 |
| C[C@@H]1CCCCO[C@@H](CN(C)C)[C@@H](C)CN([C@@H](C)CO)C(=O)c2cc(NS(=O)(=O)c3ccccc3)ccc2O1 | . | -6 |
| C[C@@H]1CN([C@H](C)CO)C(=O)c2cc(NC(=O)CCC(F)(F)F)ccc2O[C@@H](C)CCCCO[C@H]1CN(C)Cc1ccc(C(=O)O)cc1 | 8.1 | . |
| COc1ccccc1-c1nc(SCC(=O)c2ccc(O)c(O)c2)n[nH]1 | -0.5 | 5 |
| C[C@H](CO)N1C[C@H](C)[C@@H](CN(C)Cc2ccncc2)Oc2ccc(NC(=O)Cc3ccccc3)cc2CC1=O | 5.6 | . |
| COc1cc(NS(=O)(=O)c2ccc(N)cc2)ncn1 | 0.4 | -2 |
| C[C@@H]1CN([C@@H](C)CO)C(=O)c2cccc(NC(=O)C3CC3)c2O[C@@H]1CN(C)S(=O)(=O)c1ccc(Cl)cc1 | -2.1 | . |
| C[C@@H]1CN([C@@H](C)CO)C(=O)c2cc(NC(=O)Nc3ccccc3)ccc2O[C@@H](C)CCCCO[C@H]1CN(C)C(=O)C1CCCCC1 | 1.0 | . |
| C[C@@H]1CN([C@H](C)CO)C(=O)c2cc(C#CCc3ccccc3)cnc2O[C@H]1CN(C)C(=O)C1CCC1 | 2.3 | . |
| C[C@H]1CN([C@@H](C)CO)C(=O)c2cc(NC(=O)Nc3ccc(C(F)(F)F)cc3)ccc2O[C@H]1CN(C)C(=O)Nc1ccc(F)cc1 | 0.3 | . |
| CCCC#Cc1ccc2c(c1)O[C@@H](CN(C)S(C)(=O)=O)[C@@H](C)CN([C@H](C)CO)S2(=O)=O | 29 | -18 |
| Cn1c(=O)c2c(nc(SCCNS(=O)(=O)c3ccccc3)n2C)n(C)c1=O | 0.1 | -6 |

The list continues.
SMILES | IDH1 R132H inh | EZH2 inh
Cc1c(Cl)cccc1NC(=O)CSCC(N)=O | -0.4 | 0
COc1ccc(-n2c(SCC(=O)Nc3ccccc3C)nc3ccccc3c2=O)cc1 | 0.1 | .
COC(=O)c1ccccc1NC(=O)CSc1n[nH]c(-c2ccncc2)n1 | 0.8 | -3
CN(C)C(=O)C[C@H]1C[C@H]2c3cc(NC(=O)CC4CC4)ccc3O[C@H]2[C@H](CO)O1 | 0.2 | 4
C[C@H](CO)N1C[C@H](C)[C@@H](CN(C)Cc2ccc(C(F)(F)F)cc2)OCCCC[C@H](C)Oc2ccc(NC(=O)Nc3cccc4ccccc34)cc2C1=O | -1.6 | .
Nc1cc2ncnc(Nc3cccc(Br)c3)c2cc1N | -3.1 | .
COC(=O)C[C@H]1C[C@@H]2c3cc(NC(=O)C4CCOCC4)ccc3O[C@@H]2[C@@H](CO)O1 | 0.0 | -4
COC(=O)N(C)C[C@@H]1OCc2cn(nn2)CCCC(=O)N([C@@H](C)CO)C[C@@H]1C | -2.0 | 12
O=C(NC1CCCCC1)N[C@@H]1CC[C@@H](CC(=O)N2CCOCC2)O[C@H]1CO | -0.2 | 4
CO[C@@H]1CN(C)C(=O)c2cc(NC(C)=O)ccc2OC[C@@H](C)N(CC2CC2)C[C@H]1C | 0.2 | 0
O=C(COc1ccc(Cl)cc1)NC(=S)Nc1ccccc1N1CCOCC1 | 2.1 | .
Cc1noc(C)c1NC(=O)N(C)C[C@H]1Oc2ccc(NC(=O)Nc3cccc4ccccc34)cc2CC(=O)N([C@@H](C)CO)C[C@H]1C | 12 | .
Cc1sc(NC(=O)c2cnccn2)c(C(N)=O)c1-c1ccccc1 | 0.5 | -3
C[C@@H]1CCCCO[C@@H](CN(C)CC2CCCCC2)[C@H](C)CN([C@@H](C)CO)C(=O)c2cc(N(C)C)ccc2O1 | -0.4 | .
CO[C@H]1CN(C)C(=O)c2cc(NC(=O)NC(C)C)ccc2OC[C@@H](C)N(C(=O)CC2CC2)C[C@H]1C | 0.3 | -14
COc1ccc(-c2cc(C(F)(F)F)n3nc(C(=O)NCCN4CCOCC4)c(Br)c3n2)cc1 | 0.2 | 6
C[C@H](CO)N1C[C@H](C)[C@@H](CN(C)C(=O)CN(C)C)Oc2cc(C3=CCCCC3)ccc2S1(=O)=O | 1.2 | -32
C[C@@H]1CN([C@H](C)CO)S(=O)(=O)c2ccc(-c3cccc(F)c3)cc2O[C@H]1CN(C)S(=O)(=O)c1ccc(F)cc1 | . | 5
CC(C)NC(=O)N[C@@H]1CC[C@H](CCNC(=O)C2CCC2)O[C@H]1CO | 0.4 | 6
Cc1ccc(NC(=O)CSc2nnnn2-c2ccc(Cl)c(C(=O)O)c2)cc1C | -0.1 | 5
O=C(NCC[C@@H]1CC[C@H](NC(=O)c2ccc3c(c2)OCO3)[C@@H](CO)O1)Nc1cc(F)ccc1F | 0.2 | 6
Cc1ccc(S(=O)(=O)N(C)C[C@H]2Oc3ccc(NS(=O)(=O)c4cccs4)cc3CC(=O)N([C@H](C)CO)C[C@@H]2C)cc1 | 0.2 | .

Bioassay records: PubChem, Broad Institute

A portion of the library (hit frequency here may not be typical).
